Kir21 block = inhibitors of mouse Kir2.1 inward-rectifier potassium channel | Inward rectifier potassium channel 2 (Mus musculus), P35561 | HEK293-Kir2.1, FluxOR thallium flux fluorescence; active compounds read low | B-score at 10 µM | 310,000 tested, 0.85% active | AID 1672, 2009;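 active = fluorescence ratio B-score at or below minus 3 SD of library scores, with starting-brightness B-score within 2 SD, cut at about -4.2 in these data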;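 note: channel flux triggered by added potassium and thallium sulfate stimulus; B-score of peak minus minimum fluorescence over baseline after thallium stimulus; more negative B-score means stronger Kir2.1 block with less thallium influx; some compounds called inactive have numbers as strong as hits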
Target sequence (P35561 whole entry, looked up): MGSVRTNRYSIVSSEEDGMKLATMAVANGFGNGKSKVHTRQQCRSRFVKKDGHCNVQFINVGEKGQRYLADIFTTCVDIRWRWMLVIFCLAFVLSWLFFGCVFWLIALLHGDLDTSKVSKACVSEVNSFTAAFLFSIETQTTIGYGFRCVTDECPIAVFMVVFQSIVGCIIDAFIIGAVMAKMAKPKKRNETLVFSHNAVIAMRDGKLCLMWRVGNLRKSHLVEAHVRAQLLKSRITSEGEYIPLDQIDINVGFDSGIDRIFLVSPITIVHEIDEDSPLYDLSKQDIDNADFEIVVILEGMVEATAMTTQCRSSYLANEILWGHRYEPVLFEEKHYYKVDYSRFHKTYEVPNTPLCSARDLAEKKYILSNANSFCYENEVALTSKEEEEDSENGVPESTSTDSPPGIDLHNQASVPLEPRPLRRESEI
KCNQ2 inh = KCNQ2 potassium channel inhibitors, primary screen, cell-based, CHO-K1, FluxOR thallium flux, B-score (AID 2156); Potassium voltage-gated channel subfamily KQT member 2 (Rattus norvegicus), O88943; B-score at 10 µM; 310,000 tested, 1.1% active; 20 min; active compounds read low;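 active = fluorescence ratio B-score at most minus 3 library SDs, with starting brightness B-score within 2 library SDs, cut at about -5.5 in these data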
An asterisk follows results filed as active; i = inactive. Compounds were not picked by outcome. Share with any hit: about 1.8%.

The first 7 compounds as a preview:
SMILES	KCNQ2 inh	Kir21 block
O=C(CSCc1c(F)cccc1Cl)NCc1cccnc1	i	-0.11
O=C(O)C1C2C=CC(C3CC23)C1C(=O)N1CCc2ccccc21 (stereo unspecified)	i	-0.18
O=C(Nc1cccc(S(=O)(=O)NC2=NCCC2)c1)C1CCCCC1	i	1.3
CCCNS(=O)(=O)c1ccc(OC)c(Cl)c1Cl	i	0.05
O=C(c1ccc2ccccc2n1)N1CCN(c2ccccc2)CC1	i	-0.74
O=C(O)c1ccccc1NS(=O)(=O)c1cccc(-n2sc3ccccc3c2=O)c1	i	0.37
Cc1c(NC(=O)CSc2ccc(Cl)cc2)c(=O)n(-c2ccccc2)n1C	i	0.01

Results, from the first entry:
SMILES	KCNQ2 inh	Kir21 block
O=C(CSCc1c(F)cccc1Cl)NCc1cccnc1	i	-0.11
O=C(O)C1C2C=CC(C3CC23)C1C(=O)N1CCc2ccccc21 (stereo unspecified)	i	-0.18
O=C(Nc1cccc(S(=O)(=O)NC2=NCCC2)c1)C1CCCCC1	i	1.3
CCCNS(=O)(=O)c1ccc(OC)c(Cl)c1Cl	i	0.05
O=C(c1ccc2ccccc2n1)N1CCN(c2ccccc2)CC1	i	-0.74
O=C(O)c1ccccc1NS(=O)(=O)c1cccc(-n2sc3ccccc3c2=O)c1	i	0.37
Cc1c(NC(=O)CSc2ccc(Cl)cc2)c(=O)n(-c2ccccc2)n1C	i	0.01
CS(=O)(=O)N(CC(=O)Nc1cccc([N+](=O)[O-])c1)c1cccc(F)c1	i	-0.77
Cc1ccc(C(=O)NCC(=O)OCC(=O)c2ccc3c(c2)NC(=O)CO3)cc1C	i	-0.31
COc1ccc(N/C=C2\C(=O)c3c(sc(C)c3C)N(C)S2(=O)=O)cc1	i	-1.7
CCCCCOc1ccc(CSC(=N)N)cc1[N+](=O)[O-]	i	-8.5*
CC(C)[N+]1=C2C=CC=CC=C2SC12C([N+](=O)[O-])=CC(=[N+]([O-])[O-])C=C2[N+](=O)[O-] (stereo unspecified)	i	0.47
COc1ccc(/C=C2\CCC(C3CCCC3)C2=O)c(OC)c1 (stereo unspecified)	i	1.8
COc1ccc2c(c1)C1=NN(/C(C)=C\C(C)=O)C(c3ccccc3)C1CC2 (stereo unspecified)	i	-0.2
O=c1[nH][nH]c(C(F)(F)F)c1C=Nc1ccccc1Cl	i	1.1
COc1cc(/C=C2/NC(=O)N(Cc3ccccc3F)C2=O)cc(OC)c1OC	i	-0.17
O=C(Nc1cccc(S(=O)(=O)Nc2ccc(Cl)cc2)c1)c1ccc[n+]([O-])c1	i	-0.22
CC(=O)c1c(C)[nH]c(C(=O)Nc2ccc(C)cn2)c1C	i	-0.72
COC(=O)c1ccccc1NC(=O)Cn1ccnc1	i	0.29
CCc1c(C)nc(SCCOc2ccc(OC)cc2)[nH]c1=O	i	2.9
N#CC1=C(N)Oc2cc(N)ccc2C1c1ccc(F)cc1F (stereo unspecified)	i	-4.7
C=CCS(=O)(=O)N1CCCC(N(C)CCc2ccc(OC)c(OC)c2)C1 (stereo unspecified)	i	1.4
CCOC(=O)Cn1c2c(c(=N)c3c1CCC3)CCC2	i	1.2
CC(=O)OCc1c(C(F)(F)F)nn(C)c1SCc1ccc(Cl)cc1	i	-0.26
O=C(O)c1ccc(/C=N\Nc2ccc(S(=O)(=O)N3CCOCC3)cc2[N+](=O)[O-])cc1	i	-0.99
O=C(Cc1cccs1)N1CCCC(c2nc(-c3ccc(S(=O)(=O)N4CCCC4)cc3)no2)C1 (stereo unspecified)	i	-1.1
COc1ccccc1C(=O)NCCC(=O)NCCCSc1ccccc1	i	-1.1
O=C(NN1C(=O)c2cc(Br)ccc2NC1c1cc(Br)cc(Br)c1O)c1ccncc1 (stereo unspecified)	i	-0.26
Cc1ccc(NC(=O)CSc2nc(=O)n(CCCN3CCOCC3)c3c2CCCC3)cc1F	i	-1.2
CCOC(=O)c1ccc(NC(=O)COc2ccc(-n3cnnn3)cc2)cc1	i	-3.2
Cc1ccc(C(=O)/C=C2\NCC(C)NC2=O)cc1 (stereo unspecified)	i	-0.08
Cn1c(CNC(=O)c2ccccc2F)nnc1SCc1ccc(F)cc1	i	-0.62
Fc1ccccc1N1CCN(c2nc(-c3cccs3)nc3ccccc23)CC1	i	2.2
CNc1ccccc1NC(=O)CCn1c(=S)oc2ccccc21	i	-0.85
Cc1ccc(CS(=O)(=O)c2ccc(C(=O)N3CCCCC3)cc2[N+](=O)[O-])cc1	i	-0.81
O=S(=O)(NCc1ccccc1)c1ccc(NC(=S)NCc2ccco2)cc1	i	0.57
CCCCNC(=O)N(O)C1N(CCCC)C(=O)N(CC(=O)OC)C1(C)C (stereo unspecified)	i	-1.7
CCn1cc(CN2CCN(CCC(C)C)C(CCO)C2)c2ccccc21 (stereo unspecified)	i	-0.5
CCN(CC)C1=CC2=CC(=C(C#N)C#N)CCC2CC1 (stereo unspecified)	i	-12
COc1cc(C(=O)NCc2cccc(Cl)c2)ccc1OCC(=O)N1CCOCC1	i	-0.05
COC(=O)C1CCN(C(=O)COc2ccc(Cl)cc2)CC1	i	0.05
O=C(Nc1cccc(-c2nc3cc(Cl)ccc3o2)c1)C1CCCO1 (stereo unspecified)	i	-1.2
OCCN(CCO)CC(O)Cn1c2ccccc2c2ccccc21 (stereo unspecified)	i	1.7
CC(C)CCn1nnnc1C(c1ccc(N(C)C)cc1)N1CCN(C(=O)c2ccco2)CC1 (stereo unspecified)	i	1.9
CC(C)C(NC(=O)C12CC3CC(CC(C3)C1)C2)C(=O)NC1=NCCS1 (stereo unspecified)	i	-0.38
CC(NC(=O)/C(C#N)=C1\N=C(NC(=O)c2ccco2)c2ccccc21)c1ccccc1 (stereo unspecified)	i	1.6
COC(=O)c1ccc(CSc2nnc(NC(C)C)s2)o1	i	-0.53
O=C(COC(=O)c1ccc(F)cc1F)NC1CC1	i	-0.64
CC(=O)NNc1ncnc2ccccc12	i	-0.23
O=C(NCc1ccc(OC(F)(F)F)cc1)c1cc(-c2ccccc2)nn1CC1CC(c2cccnc2)=NO1 (stereo unspecified)	i	1.1
O=C(CCCOc1ccccc1)Nc1ccc(Cl)cn1	i	1.3
COc1ccccc1NS(=O)(=O)c1c(C(=O)N2CCCC2)c(C)n(C)c1C	i	1.6
COc1ccc(-n2nc(N)c(C(N)=O)n2)cc1	i	0.77
NC(=O)CSc1nnc(-c2ccc(S(=O)(=O)N3CCOCC3)cc2)n1Cc1ccccc1	i	-0.01
Cc1csc(Sc2ccc([N+](=O)[O-])cc2C(=O)OCC(=O)NC(=O)NC(C)(C)C)n1	i	0.71
Cc1nc(Sc2ccccc2)c(C#N)c(C)c1[N+](=O)[O-]	i	-0.31
Cc1cc(NC(=O)CSc2nc(C)c(C)c(=O)[nH]2)no1	i	0.64
N#CC1=C(N)C(C#N)(C#N)[C@H](c2ccncc2)[C@H]2CN(C(=O)OCc3ccccc3)CC=C12	i	0.67
Cc1cc(C(F)(F)F)n2nc(-c3cnn(C)c3C(F)(F)F)c(Cl)c2n1	i	-0.05
CC(=O)c1cccc(-n2nnnc2SCC(=O)Nc2cccc(NC(=O)c3ccco3)c2)c1	i	-0.01

Later entries:
SMILES	KCNQ2 inh	Kir21 block
CC(NC(=O)CNC(=O)OCc1ccccc1)C(=O)N1CC(O)CC1C(=O)OCc1ccccc1 (stereo unspecified)	i	0.05
CCOC(=O)Cn1c(=O)oc2cc(S(=O)(=O)NCCc3ccc(OCC)c(OCC)c3)ccc21	i	-0.63
CCOc1cc(/C=N/Nc2cc(C)nc3ccc(C)cc23)ccc1O	i	-1.2
Cc1ccc(NS(=O)(=O)c2cccc(C(=O)N3CCCCCC3)c2)cc1	i	-1.6
CC(C)(C)C(=O)Nc1nnc(CSCc2ccccc2F)s1	i	0
CCCC(OC(=O)CC1Sc2ccccc2NC1=O)C(=O)NCc1ccco1 (stereo unspecified)	i	1.1
COc1ccc2cc(Br)ccc2c1CC(=O)NCCCN1CCOCC1	i	-0.21
CC(C)CN1C(=O)C(NC(=O)C2CC2)(C(F)(F)F)C2=C1CC(C)(C)CC2=O (stereo unspecified)	i	0.76
CCOC(=O)C1CCCN(c2ncnc3c2oc2ccccc23)C1 (stereo unspecified)	i	-0.03
Cc1ccc(N(CC(=O)NCc2ccc(F)cc2)C(=O)c2csnn2)cc1C	i	0.36
Cc1cc(S(=O)(=O)N2CCCC2)ccc1OCC(=O)N1CCC(C(N)=O)CC1	i	-0.39
O=C(Cc1cc(=O)[nH][nH]1)N/N=C/c1ccccc1[N+](=O)[O-]	i	-0.4
CC1CCCCC1NC(=O)C1CCCN(S(=O)(=O)c2ccc(-n3cnnn3)cc2)C1 (stereo unspecified)	i	-0.61
O=C(COC(=O)C1CC(=O)N(C2CCCCC2)C1)c1ccc(F)cc1 (stereo unspecified)	i	-0.48
O=C(Nc1cccc2ncccc12)c1ccc(-c2ccc(Cl)cc2Cl)o1	i	2.7
Cc1ccccc1OCCC(=O)OCC(=O)NCCNC(=O)COC(=O)CCOc1ccccc1C	i	-1.4
CC1(c2ccccc2)NC(=O)N(CC(=O)Nc2ccc(C(N)=O)cc2)C1=O (stereo unspecified)	i	-1.1
COCCNC(=O)c1c[nH]c2ccc(S(=O)(=O)N3CCC4(CC3)OCCO4)cc2c1=O	i	1.6
Cc1ccc(NS(=O)(=O)c2ccc(C(=O)NCCCN3CCCC3=O)cc2)cc1	i	0.39
Cc1cc(NC(=O)COC(=O)[C@H](C)NC(=O)c2ccccc2)no1	i	3.8
CC(=O)Nc1ccc(NS(=O)(=O)c2ccccc2)c2ccccc12	i	-1.6
Cn1c(-c2cccs2)nc2ccccc21	i	1.9
COc1ccc(CN2CCN(Cc3ccon3)CC2CCO)c(C)c1C (stereo unspecified)	i	-0.94
CC(C)c1ccc(-c2noc(C3CCCN(S(C)(=O)=O)C3)n2)cc1 (stereo unspecified)	i	-0.64
O=C1/C(=C/c2ccncc2)SC(=S)N1Nc1ccccc1	i	-1.9
CCOC(=O)CN(Cc1ccccc1)S(=O)(=O)c1ccc(NC(C)=O)cc1	i	-0.82
COc1cc(Nc2ccc(S(=O)(=O)N3CCN(C)CC3)cc2[N+](=O)[O-])cc(OC)c1	i	-1.8
Nc1nnc(C2CCCC2)s1	i	1.3
CC(C)(C)n1ncc(Oc2ccccc2[N+](=O)[O-])c(Cl)c1=O	i	-0.36
COc1ccc(/C=N/Nc2nc(=O)[nH]nc2C)cc1OC	i	0.49
Cc1ccc(-c2noc(-c3ccccc3C(=O)NCc3ccco3)n2)cc1	i	-0.28
Cc1oc(C(C)(C)C)cc1C(=O)Nc1cccc(/C=C\C(=O)O)c1	i	1.9
Cc1cccc(/C=N/NC(=O)c2cc(Br)ccc2OCc2ccccc2)n1	-5.9*	-0.04
CC(=O)Nc1ccc(OCC(=O)NCc2ccc(C)cc2)cc1	i	0.14
CC(=O)Oc1ccc(N2C(=O)CCC2=O)cc1	i	0.14
COc1ccc(/C=C(\C#N)C(=O)OCC(=O)N(C)C2CCS(=O)(=O)C2)cc1 (stereo unspecified)	i	1.5
Cc1ccc(N2C(=O)C3CCCN3C2=S)cc1 (stereo unspecified)	i	1.3
COc1ccc(C(=O)NC(C)CCCC(C)(C)O)cc1OC1CCN(C(C)=O)CC1 (stereo unspecified)	i	-0.23
CC(=O)c1ccc(OC2OCCOC2Oc2ccc(C(C)=O)cc2)cc1 (stereo unspecified)	i	0.05
O=C(NN=C1CCC(c2ccccc2)CC1)c1ccccc1-n1cccc1 (stereo unspecified)	i	0.53
Nc1ccc2nc(C(F)(F)F)[nH]c2c1	i	-1.2
CN(C)c1ccc(-c2sc(Nc3ccccc3)n[n+]2-c2ccc(F)cc2)cc1	i	-6.7
Cc1ccc(CSCc2ccc(C(=O)NC3CC3)o2)cc1	i	1
COc1ccc(CNC(=O)C2CCN(C(=O)c3cccc(Cl)c3)CC2)cc1	i	-0.16
O=C(CS(=O)(=O)c1c[nH]c2ccccc12)N1CCCCC1	i	0.4
CCOC(=O)C1=C(C)N(CC)C(=S)NC1c1ccccc1OC(F)F (stereo unspecified)	i	-1
O=C(c1cccs1)N1CCN(c2ccccc2)CC1	i	-0.91
Clc1ccccc1-c1nn2c(Cn3cnc4ccccc43)nnc2s1	i	0.97
CCC(C)NC(=O)c1cc2c(=O)n(CC)c3ccccc3c2s1 (stereo unspecified)	i	0.6
COC(=O)[C@H](Cc1ccccc1)NC(=O)O[C@@H]1C(=O)c2cc(OC)ccc2O[C@H]1c1ccc(OC)c(Br)c1	i	0.44
COCCN(C(=O)CCC(=O)Nc1cc(C)on1)C(C(=O)NC(C)(C)C)c1cccc(OC)c1OC (stereo unspecified)	i	2.1
O=C(CSc1nc2ccccc2c(=O)[nH]1)Nc1ccc(N2CCOCC2)c(Cl)c1	i	0.11
